High-throughput results as filed in PubChem.
CSM14.1 death rescue = rescue of cells from ER stress-induced death, primary screen, 384-well, CSM14.1, thapsigargin, ATP luminescence (AID 1222); CSM14.1 thapsigargin-induced death rescue, ATP luminescence; higher % means a stronger effect; cellular ATP content (survival), % at 20 µM, or EC50 in µM where a hit was titrated; 190,000 tested, under 10 active;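 active = EC50 below 50 µM in the dose-response confirmation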;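 note: death triggered by thapsigargin at about 15 µM added after 2 h compound pretreatment; cell ATP read after overnight thapsigargin exposure of roughly 18 to 22 hours; normalized against plate controls of thapsigargin alone and 5% DMSO vehicle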
RSV antiviral HEp-2 = RSV antiviral activity via CPE protection, HEp-2 cells, primary 10 µM value included (AID 2391); HEp-2 cells, RSV-induced CPE inhibition; higher % means a stronger effect; CPE inhibition, % at 10 µM; hits with a dose series show IC50 in µM; hit rate 0.13% among 310,000; in the data active = a potency from the dose series; inconclusive = CPE inhibition mostly from about 23% at the one dose, without a potency; inactive = the rest, 99 in 100 with CPE inhibition below about 21%; note: strong numbers were not always called active
Ins promoter up = MIN6 insulin promoter up-regulation; MIN6 insulin promoter-GFP reporter, high-content imaging; stronger effect = higher value; z-score at 5 µM; hit rate 0.3% among 190,000; AID 1625;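 active = z-score above 3 at 5 µM with at least 500 cells counted in the well; inconclusive = wells under 500 cells, flagged as cytotoxic or low count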
human PMI inhibitors = MPI inhibition at elevated mannose 6-phosphate – biochemical, fluorescence intensity, high mannose 6-phosphate, primary screen (AID 1220). recombinant PMI enzyme, coupled fluorescence intensity; higher % means a stronger effect. hit rate 0.66% among 190,000. one-dose inhibition, % at 20 µM; IC50 in µM for titrated hits
Salmonella PhoP GFP = PhoP-dependent GFP reporter repression – Salmonella Typhimurium, primary screen (AID 1863). S. Typhimurium PhoP-regulated promoter GFP reporter, 4 h; higher % means a stronger effect. hit rate 0.16% among 300,000. inhibition, % at 50 µM; hits with a dose series show IC50 in µM;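 active = inhibition over 29.93%, a cutoff 3 SD above the screen mean, later confirmed by dose response; inconclusive = inhibition over 29.93% but no dose response follow-up; inactive = inhibition at most 29.93% or unconfirmed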;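 note: 0% = low Mg2+ inducing control and 100% = high Mg2+ repressing control; strong numbers were not always called active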
PMI inhibitors = inhibitors of human PMI, primary screen, biochemical, fluorescence intensity, coupled assay (AID 1209); hit rate 0.42% among 190,000; purified PMI enzyme, coupled fluorescence intensity; higher % means a stronger effect; one-dose inhibition, % at 20 µM; IC50 in µM for titrated hits;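 note: plate controls were DMSO vehicle for no effect and wells lacking substrate for full effect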
Large T inhibition = SV40 large T antigen inhibitors, biochemical (AID 1903). hit rate 0.39% among 310,000. one-dose inhibition, % at 20 µM; IC50 in µM for titrated hits. SV40 large T antigen ATPase/helicase inhibition assay; higher % means a stronger effect; in the data active = a potency from the dose series; inconclusive = inhibition mostly from about 32% at the one dose, without a potency; inactive = the rest, 99 in 100 with inhibition below about 32%; note: strong numbers were not always called active
West Nile antiviral = inhibition of WNV-induced cytopathic effect – cell-based, CPE readout (AID 1621) | hit rate 0.02% among 290,000 | West Nile virus-infected cells, CPE inhibition; higher % means a stronger effect | CPE inhibition, % at 10 µM, or IC50 in µM where a hit was titrated; in the data active = a potency from the dose series; inconclusive = CPE inhibition mostly from about 3.7% at the one dose, without a potency; inactive = the rest, 99 in 100 with CPE inhibition below about 2.2%; note: strong numbers were not always called active
TNAP activation fold = stimulation of alkaline phosphatase TNAP activity – biochemical, luminescent, no phosphate acceptor, uHTS, primary screen (AID 1001). purified TNAP, luminescent activation assay, no phosphate acceptor; higher activation fold means a stronger effect. activation fold at 20 µM, or EC50 in µM where a hit was titrated. hit rate 0.03% among 200,000; in the data active = activation fold from about 3, or a potency from the dose series; inactive = the rest, 99 in 100 with activation fold below about 1.6; note: many of its hits are not listed in these tables
Ins promoter up cell count = further read-out of Ins promoter up, marked with its call; cell count; measured here: cytotoxicity, nuclei count;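 total cells summed across four imaged fields per well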
* hit, by the source's call; u = inconclusive; x = not tested or not shown. Cut-off read from the data, not from the text of the source, unless noted: active = inhibition above about 50%; inactive = the rest.

SMILES	CSM14.1 death rescue	RSV antiviral HEp-2	Ins promoter up	Ins promoter up cell count	human PMI inhibitors	Salmonella PhoP GFP	PMI inhibitors	Large T inhibition	West Nile antiviral	TNAP activation fold
Nc1cc(=O)[nH]c(SCc2ccc(Cl)cc2Cl)n1	x	3.8%	x	x	x	-2.2%	x	5.0%	-1.4%	x
CC(=O)OCCNc1cc(Sc2nc3ccccc3[nH]2)c2nonc2c1[N+](=O)[O-]	-1.8%	-1.5%	-0.06	1363	26.1%	-1.2%	3.5%	16.9%	-1.9%	0.9
CCCOc1ccccc1N/C(=N/c1nc(C)cc(C)n1)NC(=O)COc1ccc(OC)cc1	2.0%	19.6%	-6.71	577	10.3%	-1.6%	8.2%	-6.4%	u	1.1
Cc1ccc(C)c(Cn2nnc3c(=O)[nH]c(C(=O)NCc4ccco4)nc32)c1	-0.3%	2.1%	1.05	1095	3.3%	-11.0%	-6.6%	14.7%	2.7%	1.1
CN(CCC#N)C(=O)COc1ccc(Br)cc1Cl	-0.1%	1.4%	0.62	1600	-5.3%	-6.0%	-5.7%	5.1%	-0.4%	1.2
COc1ccc(OC)c2c1cc(C(=O)N[C@@H](C)C(=O)N[C@@H](C(=O)O)c1ccccc1)n2C	x	1.2%	x	x	x	-2.6%	x	15.9%	-0.3%	x
N#CCCn1c(-c2nonc2NC(=O)c2ccccc2Cl)nc2ccccc21	0.9%	0.6%	0.17	1284	3.6%	-3.7%	5.9%	-1.3%	2.3%	1.1
CC(C)N(Cc1nc(-c2ccccc2)no1)C(=O)C(Cl)(Cl)Cl	0.9%	8.1%	0.17	1452	14.7%	0.9%	8.3%	-2.4%	-0.6%	1.1
CS(=O)(=O)Nc1ccc2c(c1)C(=O)OC2	3.2%	0.2%	0.88	1366	2.0%	-15.0%	4.6%	5.1%	0.6%	1.1
Cc1cc(C)nc(NC(=O)c2ccc(C)o2)n1	x	0.5%	x	x	x	2.1%	x	2.1%	-0.1%	x
c1cncc(-c2ccnc3ncnn23)c1	0.2%	0.3%	-0.52	1189	-4.1%	0.0%	-5.8%	-11.3%	0.2%	1.1
COc1cccc(-c2noc(-c3cccs3)n2)c1	-2.6%	3.7%	-0.03	1208	2.9%	10.4%	7.7%	3.6%	-0.1%	1.1
CCN(c1ccccc1)S(=O)(=O)c1ccc(Cl)c(NC(=O)CSc2nnc(C)s2)c1	-0.3%	17.6%	-0.87	1540	-1.0%	3.8%	6.9%	0.4%	-1.0%	1.1
O=C1NC(=S)N/C1=C\c1ccc(N2CCOCC2)cc1	-2.6%	0.9%	1.14	1622	7.9%	-2.0%	5.8%	9.9%	-0.5%	1.2
COc1cc2c(cc1OC)C(COc1ccc3c(C)cc(=O)oc3c1)N(C(=O)c1ccco1)CC2 (stereo not given)	-0.2%	-0.9%	-0.18	1218	-16.8%	-13.2%	-5.0%	10.9%	1.5%	1
O=C(Cc1ccccc1)NNC1CC(=O)N(c2ccc(Br)cc2)C1=O (stereo not given)	-1.8%	0.8%	0.25	1284	0.2%	-0.3%	13.7%	9.2%	-0.2%	1.1
O=C(CSc1nc2ccccc2s1)N1c2ccccc2Sc2ccccc21	13.4%	6.1%	x	x	6.6%	-6.7%	10.5%	9.3%	-0.1%	1.1
CCn1cc(C(=O)NCc2cccs2)c(=O)c2ccc(C)nc21	1.2%	-0.1%	0.7	958	-0.1%	0.7%	7.1%	-6.2%	0.0%	1.1
CCCCSCc1ccc(C(=O)O)o1	-1.7%	0.1%	0.37	1330	-6.6%	1.7%	-5.3%	0.8%	0.7%	1.1
COCCNC(=O)C1Nc2ccc(OC(F)(F)F)cc2C2C=CCC12 (stereo not given)	x	0.5%	x	x	x	-5.2%	x	16.8%	-0.6%	x
FC(F)(F)c1cccc(OCc2nnc3n2CCC3)c1	-1.6%	1.6%	-0.09	1151	-6.5%	-2.8%	-17.0%	21.4%	-0.1%	1.1
Cc1nc2cccc(C(=O)NC3CCCCC3)c2o1	-2.2%	3.0%	-1.93	1298	7.9%	5.2%	18.2%	6.2%	-0.1%	1.1
COc1cc(NC(=O)c2cccs2)c(C(=O)OCC(=O)NC(=O)NC(C)(C)C)cc1OC	-0.7%	2.8%	x	x	8.7%	-11.7%	16.3%	5.0%	-0.3%	1.1
CC(C)C[C@@H](NC(=O)[C@H]1CCCN1C(=O)Cc1ccccc1)C(N)=O	x	0.8%	x	x	x	-6.1%	x	3.6%	-0.6%	x
Cc1cc(N)n(Cc2cccs2)n1	-1.4%	1.8%	-0.2	1541	-10.8%	-0.7%	-0.2%	15.7%	-0.2%	1
COc1ccc(CN2CCN(S(=O)(=O)c3ccc(NC(C)=O)cc3)CC2)cc1	x	5.3%	-0.35	814	x	-2.3%	x	23.0%	0.2%	x
COc1ccc(-c2cn3cccnc3n2)cc1NC(=O)CC(C)C	-2.0%	0.1%	0.04	1386	-5.1%	12.3%	-9.2%	-5.7%	-0.3%	1
Cc1c(Cl)cccc1NC(=O)c1cccc(OC(F)F)c1	-2.2%	1.9%	1.05	768	-12.1%	15.0%	-10.7%	2.7%	-0.3%	1
COc1ccccc1/C=C/C1(C(=O)NC2CCCC2)CC(=O)N1c1ccccc1 (stereo not given)	x	1.0%	1.13	928	x	-4.9%	x	11.3%	-0.3%	x
Cc1cnc(NC(=O)Cn2cnc3c2c(=O)n(C)c(=O)n3C)s1	x	0.7%	0.85	988	x	-4.4%	x	19.0%	0.4%	x
CCOc1ccc(-c2c(C(=O)N/N=C/c3ccccc3)nnn2-c2nonc2N)cc1	x	1.3%	-0.64	1052	x	-8.5%	x	6.8%	-0.1%	x
COc1ccc(Nc2nc(-c3cccs3)cs2)cc1	-1.5%	10.5%	-1.39	1642	11.8%	6.5%	11.9%	23.8%	0.4%	1.1
O=C(COC(=O)c1cccc(S(=O)(=O)N2CCOCC2)c1)Nc1ccc2c(c1)OCO2	2.3%	-0.7%	-0.28	1296	1.3%	4.5%	-6.0%	9.6%	0.1%	1.2
Cc1ccc(Cl)cc1Nc1nc(-c2sc(NC(=O)C(C)(C)C)nc2C)cs1	-2.0%	34.4%	-1.43	1120	-11.7%	3.0%	5.5%	17.7%	-0.8%	1
CCOc1ccccc1CNC(=O)Cn1ccc2cc(S(=O)(=O)N3CCC(C)CC3)ccc21	x	u	x	x	x	-5.7%	x	11.8%	-2.0%	x
CCc1nc(SCC(=O)NNC(=O)C2CCCCC2)c2ccccc2n1	2.4%	-1.0%	-0.1	1418	4.5%	-12.4%	5.0%	-0.7%	u	1.1
Cc1ccc(N2C(=O)CC(N(O)C3CC(=O)N(c4ccc(C)cc4)C3=O)C2=O)cc1 (stereo not given)	-1.6%	1.9%	0.89	1202	-2.5%	-11.6%	-2.5%	3.0%	-0.4%	1.1
NS(=O)(=O)c1ccc(NC(=O)COC(=O)c2ccco2)cc1	0.0%	3.2%	-0.06	1217	13.7%	1.8%	1.2%	9.1%	1.1%	1
COc1ccc(CCNc2ncnc3cc(OC)c(OC)cc23)cc1OC	1.0%	x	-3.22	968	-4.5%	1.7%	-0.1%	6.6%	-0.3%	1.1
O=C(Nc1cccc(O)c1)c1ccccc1	0.2%	-0.5%	x	x	6.2%	-0.4%	6.8%	6.1%	0.0%	1.1

Complete entries, looked up by structure. Values in the order: CSM14.1 death rescue | RSV antiviral HEp-2 | Ins promoter up | Ins promoter up cell count | human PMI inhibitors | Salmonella PhoP GFP | PMI inhibitors | Large T inhibition | West Nile antiviral | TNAP activation fold
`COc1ccccc1/C=C/C1(C(=O)NC2CCCC2)CC(=O)N1c1ccccc1` (stereo not given) across the screens: x | 1.0% | 1.13 | 928 | x | -4.9% | x | 11.3% | -0.3% | x
`Cc1ccc(Cl)cc1Nc1nc(-c2sc(NC(=O)C(C)(C)C)nc2C)cs1` across the screens: -2.0% | 34.4% | -1.43 | 1120 | -11.7% | 3.0% | 5.5% | 17.7% | -0.8% | 1
`COc1cc(NC(=O)c2cccs2)c(C(=O)OCC(=O)NC(=O)NC(C)(C)C)cc1OC` across the screens: -0.7% | 2.8% | x | x | 8.7% | -11.7% | 16.3% | 5.0% | -0.3% | 1.1

Remaining list, next part
SMILES	CSM14.1 death rescue	RSV antiviral HEp-2	Ins promoter up	Ins promoter up cell count	human PMI inhibitors	Salmonella PhoP GFP	PMI inhibitors	Large T inhibition	West Nile antiviral	TNAP activation fold
COc1cc(C)c(C)cc1S(=O)(=O)N1CCCCC1c1cccnc1 (stereo not given)	-2.7%	1.2%	-0.51	1290	0.7%	-7.8%	3.6%	9.5%	-0.5%	1.1
O=c1c2ccc(Cl)cc2[nH]c(=S)n1CCCN1CCOCC1	0.7%	-0.2%	0.44	1531	-0.7%	4.4%	0.3%	12.1%	-0.7%	1.1
Cc1nn(C)cc1C(=O)NNC(=S)Nc1ccccc1	-1.4%	-0.4%	-0.26	1473	0.2%	-1.2%	-0.4%	29.3%	1.3%	1.3
COc1ccc(S(N)(=O)=O)cc1C(=O)NCCCN1CCN(c2ccccc2OC)CC1	-3.9%	1.7%	-0.47	1250	0.1%	-11.0%	-4.9%	2.7%	0.0%	1.1
COc1ccccc1C(=O)N1CCCC1(C#N)c1ccccc1 (stereo not given)	-0.5%	-0.2%	0.78	1276	6.0%	0.0%	9.4%	13.7%	-0.1%	1.1
Cc1cc(C)nc(SCC(=O)Nc2ccc(S(=O)(=O)Nc3nccs3)cc2)n1	x	2.8%	-0.27	1130	-1.1%	3.9%	-0.3%	19.3%	0.3%	1.1
Cc1ccc(C(=O)Nc2ccccc2N2CCCC2)cc1	x	2.3%	x	x	x	-1.6%	x	7.8%	-0.9%	x
COc1ccc(NC(=O)CC2SC(=Nc3ccccc3)NC2=O)cc1 (stereo not given)	0.4%	1.7%	-0.22	1216	2.9%	-3.0%	3.5%	3.7%	-0.4%	0.8
O=c1c2c3n(c(=O)nc2[nH]n1-c1ccccc1)CCCCC3	4.2%	-1.0%	-0.24	1114	3.4%	7.0%	0.8%	14.0%	-0.3%	1.1
Nc1sc2c(c1C(=O)NC1CCS(=O)(=O)C1)CCC2 (stereo not given)	0.4%	0.9%	x	x	2.4%	2.6%	-6.2%	21.5%	0.1%	1.6
N=C1/C(=C\c2ccc(SCc3ccccc3)o2)C(=O)N=C2SC(CC(=O)N3CCOCC3)=NN12	x	11.9%	0.68	687	x	-13.9%	x	34.3%	0.1%	x
COC(=O)c1c(-c2ccc(Br)cc2)csc1NC(=O)Cc1ccc(OC)c(OC)c1	0.9%	22.2%	-0.83	888	9.7%	3.3%	13.2%	12.8%	0.2%	1.1
Clc1ccccc1CN1CCN(/N=C/C=C\c2ccco2)CC1	1.7%	1.6%	0.43	1145	12.2%	-10.0%	8.8%	16.8%	-0.9%	1.1
COc1cccc(NC(=O)CSc2ccc3nnc(-c4ccncc4)n3n2)c1	-0.4%	0.4%	0.04	861	-15.0%	-0.8%	-9.9%	-1.1%	-0.3%	1.1
COc1cccc(N(C(=O)c2ccco2)C(C(=O)NC2CCCC2)c2ccc(N(C)C)cc2)c1 (stereo not given)	-1.8%	1.9%	0.3	1939	13.8%	3.1%	12.2%	5.5%	0.1%	1.3

No enrichment for hits; about 1.5% have a hit in one of these screens.
